GSTO1 inh = blocks human GSTO1 in RBBP9 counter-screen; inhibition, % at 5.96 µM; P78417; recombinant GSTO1, activity-based probe fluorescence polarization; 1.1% of 300,000 active;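 active means inhibition above the campaign mean inhibition plus 3 SD, cut at about 35% in these data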;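 further: 0% = GSTO1-1 with DMSO and 100% = wells lacking GSTO1-1 enzyme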
Target sequence (P78417 whole entry, looked up): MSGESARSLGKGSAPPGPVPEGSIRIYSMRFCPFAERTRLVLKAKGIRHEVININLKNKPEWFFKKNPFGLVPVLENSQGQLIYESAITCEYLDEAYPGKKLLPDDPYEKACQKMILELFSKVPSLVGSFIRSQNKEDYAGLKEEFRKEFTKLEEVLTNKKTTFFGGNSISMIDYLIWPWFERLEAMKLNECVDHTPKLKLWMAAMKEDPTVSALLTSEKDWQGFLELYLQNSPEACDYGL
pPAFAH inh = inhibitors of human plasma PAF acetylhydrolase (pPAFAH) | inhibition, % at 3.39 µM | 1.5% of 330,000 active | recombinant pPAFAH, FP-rhodamine probe fluorescence polarization;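 active means inhibition above the mean inhibition across the screen plus 3 SD, cut at about 25% in these data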;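 further: inhibitors block binding of the rhodamine activity-based probe so polarization drops; 0% = enzyme with DMSO and 100% = wells lacking pPAFAH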
PAD4 FP inh = PAD4 (human) enzyme inhibition | AID 485272 | recombinant PAD4, RCA probe fluorescence polarization | 0.41% of 330,000 active | inhibition, % at 6.36 µM | Q9UM07;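 active means percent inhibition above a cutoff equal to the mean of all tested compounds plus 3 SD, cut at about 15% in these data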;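 further: 0% = PAD4 with RCA probe and DMSO and 100% = probe without PAD4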
PAFAH1B3 inh = blocks human PAF acetylhydrolase 1B catalytic subunit 3 | recombinant PAFAH1B3, FP-rhodamine probe, fluorescence polarization | inhibition, % at 3.39 µM | 0.28% of 340,000 active;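 active means inhibition above the screen-wide average of all tested compounds plus 3 SD, cut at about 25% in these data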;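 further: 0% = enzyme with DMSO only and 100% = wells lacking PAFAH1B3 protein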
Target sequence (Q15102 whole entry, looked up): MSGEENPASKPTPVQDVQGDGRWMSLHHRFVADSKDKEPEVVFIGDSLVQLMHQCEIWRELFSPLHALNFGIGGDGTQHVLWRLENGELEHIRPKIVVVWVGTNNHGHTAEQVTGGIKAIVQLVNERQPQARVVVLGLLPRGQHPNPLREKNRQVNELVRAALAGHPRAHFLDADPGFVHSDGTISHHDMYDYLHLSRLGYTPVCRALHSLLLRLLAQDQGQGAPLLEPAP
PME-1 inh = blocks human protein phosphatase methylesterase 1; 0.53% of 320,000 active; AID 2130; recombinant PME-1, FP-Rh probe fluorescence polarization; inhibition, % at 5.9 µM; Q9Y570;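 active means inhibition above the campaign mean of all compounds plus 3 SD, cut at about 26% in these data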;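 further: competitive labeling of PME-1 active site by serine hydrolase directed probe; 0% = PME-1 with DMSO and 100% = wells lacking PME-1 enzyme; inhibitors block probe labeling so polarization falls and inhibition rises; many of its hits are not listed in these tables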
LYPLA1 inh = LYPLA1 (human) inhibition in PME1 counter-screen; O75608; inhibition, % at 5.9 µM; 0.16% of 320,000 active; AID 2174; recombinant LYPLA1, FP-Rh probe fluorescence polarization;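 active means inhibition above the mean of all tested compounds plus 3 SD, set per campaign, cut at about 14% in these data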;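 further: inhibitors block serine hydrolase probe labeling of LYPLA1 so polarization falls; 0% = enzyme with DMSO and 100% = wells lacking LYPLA1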
PAFAH1B2 FP inh = inhibitors of human PAFAH1B2; 1.2% of 340,000 active; recombinant PAFAH1B2, FP-rhodamine activity probe, fluorescence polarization; P68402; inhibition, % at 3.39 µM;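 active means inhibition above the mean of all tested compounds plus 3 SD, cut at about 24% in these data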;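 further: 0% = enzyme with DMSO and 100% = wells lacking PAFAH1B2; many of its hits are not listed in these tables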
Target sequence (P68402 whole entry, looked up): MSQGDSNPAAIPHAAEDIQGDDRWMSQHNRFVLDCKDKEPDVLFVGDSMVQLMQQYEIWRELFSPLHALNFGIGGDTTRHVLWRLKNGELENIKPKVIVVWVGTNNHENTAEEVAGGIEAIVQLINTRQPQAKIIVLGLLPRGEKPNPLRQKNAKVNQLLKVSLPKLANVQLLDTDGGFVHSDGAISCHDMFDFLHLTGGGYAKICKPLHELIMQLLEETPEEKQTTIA
LYPLA2 counter = LYPLA2 (human) inhibition in PME1 counter-screen; O95372; recombinant LYPLA2, FP-Rh probe fluorescence polarization; inhibition, % at 5.9 µM; 0.38% of 320,000 active; AID 2177;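 active means inhibition above the screen-wide mean plus 3 SD, limit set per campaign, cut at about 26% in these data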;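 further: 0% = LYPLA2 with DMSO and 100% = wells lacking LYPLA2 enzyme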
Target sequence (O95372 whole entry, looked up): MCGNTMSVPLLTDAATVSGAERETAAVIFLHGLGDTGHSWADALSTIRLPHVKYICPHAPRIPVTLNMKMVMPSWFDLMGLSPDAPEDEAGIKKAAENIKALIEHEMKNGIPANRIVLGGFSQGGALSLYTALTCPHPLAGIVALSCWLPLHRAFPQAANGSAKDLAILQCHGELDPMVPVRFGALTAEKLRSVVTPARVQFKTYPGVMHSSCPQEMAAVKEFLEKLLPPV
PAFAH2 inh = PAFAH2 (human) inhibition | Q99487 | AID 492956 | 0.99% of 340,000 active | recombinant PAFAH2, FP-rhodamine activity probe, fluorescence polarization | inhibition, % at 3.39 µM;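 active means inhibition above the mean over all tested compounds plus 3 SD, cut at about 30% in these data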;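 further: inhibitors block probe labeling of enzyme so polarization drops; 0% = enzyme with DMSO and 100% = wells lacking PAFAH2 protein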
The depositor's hits bear a star; nt = no result given. An excerpt (hit frequency here may not be typical).

SMILES	GSTO1 inh	pPAFAH inh	PAD4 FP inh	PAFAH1B3 inh	PME-1 inh	LYPLA1 inh	PAFAH1B2 FP inh	LYPLA2 counter	PAFAH2 inh
CCOC(=O)C1=C(COc2ccc(C)cc2)NC(=O)NC1c1cc(C)ccc1C (stereo not given)	2	4	-2	-2	-4	0	1	-2	-5
Cn1c(CO)c(-c2ccccc2)c2cc([N+](=O)[O-])ccc21	-1	10	-8	6	8	-1	-1	0	-5
O=C(NC1(C(F)(F)F)N=C2SCCN2C1=O)c1ccco1 (stereo not given)	2	-3	0	9	2	1	0	-2	-1
Cc1ccc(-n2nc3c(c2NC(=O)C(C)(C)C)CSC3)c(C)c1	2	0	3	1	-4	2	-2	2	6
O=C(c1ccccn1)N1CCCC(N2CCN(Cc3ccc4c(c3)OCO4)CC2)C1 (stereo not given)	0	2	-2	3	2	-1	-2	6	5
CCOC(=O)Cc1csc(NC(NC(=O)OCC)(C(=O)OCC)C(F)(F)F)n1 (stereo not given)	7	5	-1	3	2	-1	4	-1	6
COc1ccc(OC)c(C2C=C(c3ccc(C)c(C)c3)Nc3nnnn32)c1 (stereo not given)	-7	4	0	5	-2	-1	-1	4	-2
Cc1ccc(S(=O)(=O)NCC(=O)N2CCN(c3ccc(F)cc3)CC2)cc1	-4	2	0	0	6	4	2	4	4
CCOc1ccc(C(=O)NCC(=O)OCC(=O)Nc2nnc(-c3ccccc3)o2)cc1	nt	2	-2	2	-6	-2	10	-3	6
CCOc1ccc(S(=O)(=O)Nc2c(C)n(C)n(-c3ccccc3)c2=O)cc1	-3	2	3	8	-2	-1	7	0	8
O=C(Nc1ccccc1-c1ccccc1)NC1CCN(CC(=O)N2CCOCC2)CC1	2	2	0	4	-4	-3	3	0	-9
CCCCCOC(=O)c1[nH]c2c(c1C)C(=O)C(C(=O)OC)C(C)C2 (stereo not given)	-4	5	2	7	0	-1	7	6	-10
OC(CNCc1ccc(Cl)cc1)COc1ccccc1 (stereo not given)	3	4	1	7	-4	-3	6	3	3
O=C(O)C(Oc1ccc2c3c(c(=O)oc2c1)CCC3)c1ccccc1 (stereo not given)	4	-7	-1	2	1	-2	1	-3	-1
CCOc1ccc(C(=O)Nc2cccc(C(=O)O)c2)cc1Cl	8	-33	-2	3	-5	0	6	1	3
CCCc1cc(=O)oc2cc(OCC(=O)NC3CCN(Cc4ccccc4)CC3)ccc12	-4	9	-1	10	-4	3	6	1	-2
O=C(C1=C[C@H](C2CC2)C[C@H](OCCCCO)O1)N1CCN(Cc2ccc3c(c2)OCO3)CC1	18	-2	7	8	-8	-3	6	-3	2
Cn1c(CCN2CCCCC2)nc2cc(NS(=O)(=O)c3ccc(Cl)cc3)ccc21	11	1	0	6	-9	-3	13	-3	8
O=C(Cn1nnc2ccccc21)C1CC1	7	5	0	2	4	-2	3	0	-4
Cc1cc(C)n2nc(SCC(=O)N3CC(C)CC(C)C3)nc2n1 (stereo not given)	nt	5	0	2	nt	nt	7	nt	-1
CCCCCn1c(Sc2ncccn2)nc2c1c(=O)[nH]c(=O)n2C	-2	1	-2	5	2	-5	3	-5	7
CC(=O)c1cccc(N(C(=O)CNC(=O)c2ccco2)C(C(=O)NC2CCCC2)c2ccncc2)c1 (stereo not given)	-1	3	-8	13	1	-1	1	-9	-15
O=C(O)CCC(=O)/C=C/c1ccccc1	2	1	-7	4	-4	-2	4	-1	2
CCN(CC)C(=O)COc1ccc(/C(C)=N/NC(=O)c2ccccc2O)cc1	4	0	1	10	-4	0	-3	6	8
COc1ccccc1N(Cc1ccccc1)S(=O)(=O)c1cccc(C(=O)N2CCCCC2)c1	nt	1	5	5	nt	nt	5	nt	3
CCS(=O)(=O)N1CCC(C(=O)Oc2ccc(Br)cc2)CC1	8	8	3	8	0	4	11	-2	-4
O=C(CN1CCCc2ccccc21)N/N=C/c1ccccc1	6	6	-1	-2	0	-2	-4	4	-4
CCc1ccc2c(c1)/C(=N/OC)C(=O)N2	2	8	0	0	0	-1	-5	2	-4
Cc1ccc(S(=O)(=O)N2CCOCC2)cc1C(=O)Nc1ccc2c(c1)CCC2	4	3	-1	-5	0	-2	4	7	6
CCOC(=O)C(C)Sc1ncnc2c1c(-c1ccccc1)cn2-c1ccc(OC)cc1 (stereo not given)	4	19	-7	7	-4	-1	3	0	1
COC(=O)[C@H]1[C@H]2C[C@@H]3c4[nH]c5cc(OC)ccc5c4CCN3C[C@H]2C[C@@H](OC(=O)c2cc(OC)c(OC)c(OC)c2)[C@@H]1OC	5	7	-3	3	-1	-2	-1	-4	-3
CCCNC(=O)c1ccc(COc2cccc3ccccc23)o1	-1	20	-4	8	-1	-3	4	-3	4
O=C1c2cccc3c(N4CCCCC4)ccc(c23)C(=O)N1c1ccccn1	10	4	4	-6	-5	2	3	0	1
CN(C)c1ccc(-c2nc3ccccn3c2/N=C/c2ccc(Br)cc2)cc1	-1	4	4	6	4	-1	12	3	12
O=C(CC1SC(N2CCCC2)=NC1=O)Nc1ccc(C(=O)Nc2ncccc2O)cc1 (stereo not given)	10	11	-2	11	12	1	6	9	2
COc1cccc(NC(=O)NC2CCN(Cc3nnnn3Cc3ccc4c(c3)OCO4)CC2)c1	2	5	0	-9	5	-1	-3	11	-7
Cc1ccc(OCC(=O)Nc2ccc(N(C)C)cc2)cc1	8	4	2	-3	1	3	1	6	5
Cc1nn(C)c(C)c1CCC(=O)O	0	5	1	5	3	-1	6	-6	-2
Fc1ccc(-n2c(-c3ccc4c(c3)OCO4)n[nH]c2=S)cc1Cl	10	3	-4	-4	6	0	4	4	2
CC(Sc1nc2ccccc2s1)C(=O)N1CCOCC1 (stereo not given)	5	-1	4	-4	3	2	1	7	3
O=C(NC(C(=O)N/N=C/c1cccc2ccccc12)c1n[nH]c(=O)c2ccccc12)c1ccccc1 (stereo not given)	-184	-16	-4	-13	-48	-25	-13	-65	-38
CSc1cccc(-n2ccc(=O)c(C)c2C)c1	6	-1	1	-5	0	2	5	1	-8
O=C(NC(=S)NNC(=O)[C@H]1C[C@@H]1c1ccccc1)c1ccc(F)cc1	4	0	5	1	-4	3	4	3	1
O=S(=O)(c1cccc2nsnc12)N1CCN(C/C=C/c2ccccc2)CC1	2	5	-3	1	-3	0	4	0	-2
O=C(Nc1nnc(C2CC2)s1)C1CCCCC1	nt	-4	0	4	-11	-1	18	6	-1

Reprinted from the part before: 3 compounds; new compounds follow.
SMILES	GSTO1 inh	pPAFAH inh	PAD4 FP inh	PAFAH1B3 inh	PME-1 inh	LYPLA1 inh	PAFAH1B2 FP inh	LYPLA2 counter	PAFAH2 inh
O=C(NC(=S)NNC(=O)[C@H]1C[C@@H]1c1ccccc1)c1ccc(F)cc1	4	0	5	1	-4	3	4	3	1
O=S(=O)(c1cccc2nsnc12)N1CCN(C/C=C/c2ccccc2)CC1	2	5	-3	1	-3	0	4	0	-2
O=C(Nc1nnc(C2CC2)s1)C1CCCCC1	nt	-4	0	4	-11	-1	18	6	-1
COC(=O)/C(=N/Nc1ccccc1)N1CCCc2ccccc21	-2	0	-2	5	-5	-2	-4	0	-1
CN(Cc1ccncc1)C1CC(=O)N(c2ccc(F)cc2)C1=O (stereo not given)	7	4	-6	1	5	-1	9	-2	8
O=C(Nc1nnc(SCc2ccc(F)cc2)s1)C1=COCCO1	nt	3	-3	0	-1	2	10	3	0
Cc1cc(NC(=O)c2ccc3c(c2)C(=O)N(CC(C)C)C3=O)no1	-5	1	-1	0	-2	1	5	3	-1
Cc1nc2ccccc2c(=O)n1-c1ccc(F)c(NC(=O)c2cccs2)c1	-7	0	-1	3	-4	-1	-3	-2	0
Cc1ccc(C)c(S(=O)(=O)c2c(N)n(/N=C/c3ccco3)c3nc4ccccc4nc23)c1	-7	14	-45	-25	-23	-29	-9	-37	-8
Cc1ccc(/C=N/NC(=O)CNC(=O)COc2ccccc2)cc1	1	0	-6	6	-1	-2	-1	2	0
Cc1ccc(S(=O)(=O)N2CCN(C(=O)c3c(-c4ccccc4)noc3C)CC2)c(C)c1	0	0	-2	-4	4	-2	3	-1	-5
COc1ccc(S(=O)(=O)N(C)C[C@H]2Oc3ccc(NC(=O)Cn4cnnn4)cc3C(=O)N([C@H](C)CO)C[C@@H]2C)cc1	nt	2	0	12	nt	nt	4	nt	5
Cc1ccc(S(=O)(=O)N/N=C/c2cccs2)cc1	0	2	2	3	0	-1	0	-3	5
Cc1ccccc1-c1ccccc1CN1[C@@H](C(C)C)COCCS1(=O)=O	nt	5	-2	2	nt	nt	18	nt	1
C=CCSc1nnc(-c2ccccc2NC(C)=O)c(=O)[nH]1	-5	5	2	4	-1	0	2	0	-12
Cc1nc2c(cc1C#N)C(=O)c1ccccc1-2	10	6	-1	5	12	2	3	3	-2
Cn1cc(SCC(=O)NCCc2ccccc2)c2ccccc21	2	4	-2	11	-2	1	4	2	4
CCOC(=O)c1ccc(NS(=O)(=O)c2c(N)n(C)c(=O)n(C)c2=O)cc1	1	0	7	9	-8	0	2	-3	4
Nn1cnnc1N/N=C/c1ccccc1C(F)(F)F	2	4	39*	-2	0	-1	7	1	9
c1ccc2c(Nc3nncs3)c3ccccc3nc2c1	0	-1	-8	5	-18	-1	5	0	4
CC(C)Cc1nc2oc3c(N4CCN(CCO)CC4)ncnc3c2c2c1CCCC2	-2	5	-4	0	-8	-3	3	2	-13
CC(=O)N/C(=C/c1ccc2c(c1)OCO2)C(=O)NCCO	-1	-8	-1	4	5	-4	5	-3	8
COc1cc(-c2cc(C(=O)O)c3c(OC)c(OC)c(OC)cc3n2)ccc1O	3	-4	-4	5	-1	-1	1	6	1
CCc1cccc(NS(=O)(=O)c2csc(C(N)=O)c2)c1	0	8	-1	2	8	1	6	3	-6
COc1ccc(Oc2ccc3c(C(F)(F)F)cc(C(F)(F)F)nc3n2)cc1	6	3	3	-2	0	2	1	8	-5
N/C(=N\c1nc2ccccc2o1)NC(=O)c1ccccc1	-5	-2	-1	5	-9	-3	2	-1	-1
N/C(=N\OC(=O)COc1ccc2ccccc2c1Br)c1cccnc1	6	4	-5	nt	8	0	nt	9	nt
O=C(CCn1cccc1)Nc1cc(F)ccc1F	4	-1	1	3	1	2	1	-7	0
Cc1ccc(S(=O)(=O)N2CCN(C(=O)Cn3c(=O)oc4ccccc43)CC2)cc1	nt	1	-1	2	nt	nt	9	nt	4
COc1ccccc1NC(=O)Nc1nnc(CC(=O)Nc2ccccc2)s1	-10	-1	-2	nt	-2	-6	nt	-14	nt
O=C(O)c1cc(-c2cccs2)nc2cc3c(cc12)OCCO3	-3	0	1	-2	-6	-3	1	-6	-9
N#CCc1ccc(Oc2ccc([N+](=O)[O-])cn2)cc1	7	0	-6	10	-5	4	7	8	9
CC(OC(=O)CSc1ccc(F)cc1)C(=O)NC1(C#N)CCCCC1 (stereo not given)	0	2	-2	10	0	1	12	4	3
Cc1cccc2cc(C(c3nnnn3Cc3ccccc3)N3CCN(c4ccccc4)CC3)c(=O)[nH]c12 (stereo not given)	-1	-1	1	1	4	1	-1	2	-2
O=C(CCNC(=O)c1ccccc1)NNC(=O)c1ccc(F)cc1	nt	-1	-1	2	nt	nt	2	nt	4
C=CCn1c(-c2ccc(F)cc2)n[nH]c1=S	9	4	2	9	0	-2	16	3	-2
